# ROC1-CUL1 inh – blocks human RBX1-Cullin-1 di-ubiquitin formation. P62877+Q13616. in vitro K48 di-Ub FRET, acceptor:donor ratio, 45 min. inhibition, % at 10 µM. actives 0.6% (n = 140,000). AID 1347404; in the data active = inhibition above about 25%
# Target sequence (P62877 whole entry, looked up): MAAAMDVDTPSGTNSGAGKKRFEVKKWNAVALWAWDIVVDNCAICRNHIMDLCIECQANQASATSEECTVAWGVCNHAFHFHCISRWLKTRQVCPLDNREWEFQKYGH
# Target sequence (Q13616 whole entry, looked up): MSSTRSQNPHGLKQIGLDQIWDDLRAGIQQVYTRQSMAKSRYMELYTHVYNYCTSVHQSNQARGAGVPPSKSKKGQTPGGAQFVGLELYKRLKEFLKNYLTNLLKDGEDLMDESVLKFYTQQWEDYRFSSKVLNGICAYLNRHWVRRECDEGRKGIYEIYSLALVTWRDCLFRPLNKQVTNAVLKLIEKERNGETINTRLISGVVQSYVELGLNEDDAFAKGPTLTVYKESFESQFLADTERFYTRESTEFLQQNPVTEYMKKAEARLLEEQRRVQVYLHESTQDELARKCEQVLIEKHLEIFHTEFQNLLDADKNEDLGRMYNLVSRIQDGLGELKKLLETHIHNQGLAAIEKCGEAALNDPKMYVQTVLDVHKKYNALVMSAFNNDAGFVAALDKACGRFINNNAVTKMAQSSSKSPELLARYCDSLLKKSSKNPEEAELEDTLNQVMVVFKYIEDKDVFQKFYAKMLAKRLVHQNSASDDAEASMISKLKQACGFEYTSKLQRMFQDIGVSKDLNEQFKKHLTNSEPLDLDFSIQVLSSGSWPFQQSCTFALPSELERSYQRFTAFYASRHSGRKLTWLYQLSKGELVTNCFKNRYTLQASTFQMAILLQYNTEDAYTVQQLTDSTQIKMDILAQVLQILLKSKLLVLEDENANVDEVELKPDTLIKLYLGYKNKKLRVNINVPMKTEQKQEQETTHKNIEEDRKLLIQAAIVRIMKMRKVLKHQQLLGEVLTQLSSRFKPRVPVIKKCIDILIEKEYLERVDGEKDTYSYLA
# * = called active by the depositor. An excerpt (hit frequency here may not be typical).
# A first look, 23 compounds:
SMILES,ROC1-CUL1 inh
Cc1nn(Cc2c(F)cccc2Cl)c(C)c1NC(=O)c1cn(-c2ccccc2)nc1-c1ccccc1,1
N#Cc1c(NC(=O)CSc2nnc(-c3ccc(Cl)cc3)n2-c2ccccc2)sc2c1CCCC2,1
Cc1ccc(C)c(OCCCCCN2CCCCC2)c1,8
N#CC1C(=N)Oc2n[nH]c(-c3ccc4c(c3)OCO4)c2C1c1ccccc1Cl (configuration not stated),8
CC(C)c1ccc(NC(=O)CN2C(=O)C3(SCC(=O)N3c3ccc(F)cc3)c3ccccc32)cc1 (configuration not stated),-1
CCc1ccc(NC(=O)c2sc(C)nc2C)cc1,-1
COc1ccc(C(=O)Oc2c(I)c(OC)cc(OC)c2C(C)=O)cc1,7
Cc1ccc(C2CC(c3ccccc3)=Nc3nc(NS(C)(=O)=O)nn32)cc1 (configuration not stated),-3
Cc1[nH]c2ccc(C(=O)NCCc3ccccc3Cl)cc2c1C,-8
CCOC(=O)N1CCN(Cc2nc3cc(NC(C)=O)ccc3n2C(C)C)CC1,2
C=Cc1ccc(Cn2c(C(=O)O)c(CNCc3ccc(F)cc3)c3ccc(C)cc32)cc1,1
Cc1ccc(NS(=O)(=O)c2ccc3c(c2)n(C)c(=O)n3C)c(C)c1,-11
COc1cccc(-n2cc(CN(C)C(=O)CC3(c4ccccc4OC)CC(=O)N(C)C3=O)cn2)c1 (configuration not stated),-3
Cc1c(Cl)cccc1NC(=S)NC(=O)c1ccc(Br)o1,-3
COCCN(Cc1cccc2cnccc12)CC1CCCN(C2Cc3ccccc3C2)C1 (configuration not stated),-1
CC(C)OC(=O)CC(=O)CSc1nc(N)c(C#N)c(-c2ccsc2)c1C#N,11
Cc1cccnc1CN1CCN(c2nc3nonc3nc2NC2CC2)CC1,-9
COc1cc(Cl)c(C)cc1NC(=O)CSc1cc(=O)n(C)c2cc(Cl)ccc12,-4
c1ccc2oc(-c3cnnc(NCCN4CCOCC4)n3)cc2c1,6
C=CCN=C(NC#N)SCC(=O)c1cccc(OC)c1,2
CCC(=O)N1c2ccccc2-c2nnc(SC)nc2OC1c1cccc(OCc2ccccc2)c1 (configuration not stated),16
CCC(C)c1ccccc1OCCOc1ccc(/C=C2\C(=O)NN(c3ccccc3)C2=O)cc1OC (configuration not stated),20
Cc1c(Cl)cccc1NC(=O)CC#N,-3

# Main list, from the first entry:
SMILES,ROC1-CUL1 inh
Cc1nn(Cc2c(F)cccc2Cl)c(C)c1NC(=O)c1cn(-c2ccccc2)nc1-c1ccccc1,1
N#Cc1c(NC(=O)CSc2nnc(-c3ccc(Cl)cc3)n2-c2ccccc2)sc2c1CCCC2,1
Cc1ccc(C)c(OCCCCCN2CCCCC2)c1,8
N#CC1C(=N)Oc2n[nH]c(-c3ccc4c(c3)OCO4)c2C1c1ccccc1Cl (configuration not stated),8
CC(C)c1ccc(NC(=O)CN2C(=O)C3(SCC(=O)N3c3ccc(F)cc3)c3ccccc32)cc1 (configuration not stated),-1
CCc1ccc(NC(=O)c2sc(C)nc2C)cc1,-1
COc1ccc(C(=O)Oc2c(I)c(OC)cc(OC)c2C(C)=O)cc1,7
Cc1ccc(C2CC(c3ccccc3)=Nc3nc(NS(C)(=O)=O)nn32)cc1 (configuration not stated),-3
Cc1[nH]c2ccc(C(=O)NCCc3ccccc3Cl)cc2c1C,-8
CCOC(=O)N1CCN(Cc2nc3cc(NC(C)=O)ccc3n2C(C)C)CC1,2
C=Cc1ccc(Cn2c(C(=O)O)c(CNCc3ccc(F)cc3)c3ccc(C)cc32)cc1,1
Cc1ccc(NS(=O)(=O)c2ccc3c(c2)n(C)c(=O)n3C)c(C)c1,-11
COc1cccc(-n2cc(CN(C)C(=O)CC3(c4ccccc4OC)CC(=O)N(C)C3=O)cn2)c1 (configuration not stated),-3
Cc1c(Cl)cccc1NC(=S)NC(=O)c1ccc(Br)o1,-3
COCCN(Cc1cccc2cnccc12)CC1CCCN(C2Cc3ccccc3C2)C1 (configuration not stated),-1
CC(C)OC(=O)CC(=O)CSc1nc(N)c(C#N)c(-c2ccsc2)c1C#N,11
Cc1cccnc1CN1CCN(c2nc3nonc3nc2NC2CC2)CC1,-9
COc1cc(Cl)c(C)cc1NC(=O)CSc1cc(=O)n(C)c2cc(Cl)ccc12,-4
c1ccc2oc(-c3cnnc(NCCN4CCOCC4)n3)cc2c1,6
C=CCN=C(NC#N)SCC(=O)c1cccc(OC)c1,2
CCC(=O)N1c2ccccc2-c2nnc(SC)nc2OC1c1cccc(OCc2ccccc2)c1 (configuration not stated),16
CCC(C)c1ccccc1OCCOc1ccc(/C=C2\C(=O)NN(c3ccccc3)C2=O)cc1OC (configuration not stated),20
Cc1c(Cl)cccc1NC(=O)CC#N,-3
CCN(CC)C1CCN(C(=O)c2cn(CCCc3ccccc3)nn2)C1 (configuration not stated),-8
O=C(NC(=S)N1CCCCCC1)c1ccc(Cl)cc1Cl,-3
COc1ccc(CNC(=O)CSc2ncc3c(n2)-c2cc(Cl)ccc2N(C)S3(=O)=O)cc1,-3
Cc1ccsc1/C=C1\SC(=Nc2ccccc2)N(Cc2ccc(C(=O)O)cc2)C1=O,2
Cc1nnc(SCC2=C(C(=O)O)N3C(=O)C(NC(=O)c4nn(C)cc4Br)C3SC2)s1 (configuration not stated),4
Cc1cccc(C(=O)NC(NCC2CCCO2)C(Cl)(Cl)Cl)c1 (configuration not stated),-1
CC(C)CNC(=O)c1ccccc1NC(=O)c1ccc(C2SCC(=O)N2Cc2ccccc2)cc1 (configuration not stated),-5
COc1ccc2c(c1)-c1nc(NC(=O)c3ccc(C)cc3)sc1CC2,0
Cc1cc(Cl)ccc1NCc1nnc(SCC(=O)N/N=C/c2ccc(N(C)C)cc2)n1-c1ccccc1,10
Cc1ccc(N2C(=O)CC(Sc3nnnn3-c3ccccc3)C2=O)cc1C (configuration not stated),1
CC(Oc1ccccc1F)C(=O)Nc1ccc(S(=O)(=O)N2CCCCC2)cc1 (configuration not stated),4
CN(C)CC(=O)N(C)CC1CCN(CCc2ccccc2F)CC1,3
CC(=O)c1ccc(NC(=O)c2sc3nc4ccccc4cc3c2N)cc1,-5
COCCN1C(=O)CC(CC(=O)N2CCN(c3ccc(O)cc3)CC2)(c2ccccc2F)C1=O (configuration not stated),4
CN(C)C(=O)C(C)(NC(=O)c1ccccc1)c1ccccc1 (configuration not stated),5
CC(=O)c1ccc(OCC(O)CN2CCC(Cc3ccccc3)CC2)cc1 (configuration not stated),1
Cc1ccc(OCC(=O)N2CCN(c3ncccn3)CC2)cc1C,2
COCC(=O)Nc1cnn(-c2ccc(C(=O)NCCc3ccccc3OC)cc2)c1,10
CCCC(=O)N1CC(=O)Nc2ccc(Cl)cc2C1c1ccc(F)cc1 (configuration not stated),7
O=C(/C=C/c1ccc(Cl)cc1Cl)c1ccsc1,13
CSC[C@@H]1NC(=S)N(c2ccc(C)cc2)C1=O,-1
CCOc1ccc(Br)c(C2NC(=O)N(C)C(C)=C2C(=O)OC)c1 (configuration not stated),5
CCc1noc(C)c1C(=O)NC1CCC(C(C)(C)C)CC1 (configuration not stated),6
FC(F)(F)c1cccc(Nc2nc3ccccc3n3nnnc23)c1,-2
CCC(=O)N1c2ccccc2-c2nnc(SC)nc2OC1c1ccc2ccccc2c1 (configuration not stated),1
CC(C)(C)c1cc(Br)c(C(C)(C)C)cc1N,8
CCc1ccc(-c2nn(CC(=O)NC3CCCC3)c3c2cnc2ccc(C)cc23)cc1,7

# (continued)
SMILES,ROC1-CUL1 inh
O=C(Nc1cccc2ccccc12)/C(=C/c1ccco1)c1ccccc1,3
COc1cccc(O)c1CN1CCCC(N(C)CCc2ccccc2)C1 (configuration not stated),4
O=C(O)CCC(=O)Nc1ccccc1C(=O)Nc1ccc(Cl)cc1,-9
Cc1ccc(-c2c(C)sc3nc(C)n(NC(=O)c4ccc(COc5ccc(Cl)cc5Cl)o4)c(=O)c23)cc1,-2
Cc1cccc(C)c1NC(=O)C(NS(=O)(=O)c1ccc2c(c1)CCC(=O)N2)c1ccccc1 (configuration not stated),-5
COc1cccc(N=C2CC(=O)OC(C)C2)c1 (configuration not stated),5
CC1=C(C(=O)OCCOc2ccccc2)C(c2ccccc2[N+](=O)[O-])NC(=O)N1C (configuration not stated),-1
Cc1ccc(-c2csc(C(C#N)C=Nc3ccc(I)cc3)n2)cc1 (configuration not stated),4
Cc1cccc(C(=O)NC(NCCc2ccccc2)C(Cl)(Cl)Cl)c1 (configuration not stated),11
COc1ccc2c(c1)C1(C)CCCC3=C1N2C(=O)C(c1ccccc1)C3=O (configuration not stated),1
COc1cccc(OC)c1C(=O)Nc1ccc2c(c1)N(C(C)=O)CCC2,-2
COc1ccccc1CN1CCCC(CN(CCN(C)C)C(=O)c2ccc(F)c(F)c2)C1 (configuration not stated),-2
O=C(c1ccco1)N1CCN(c2nc(CN(CCO)Cc3ccccc3)nc3ccccc23)CC1,6
Cc1c(C(=O)OC(C)C)sc(NC(=O)/C=C/c2ccc3c(c2)OCO3)c1C(N)=O,9
COC1C=CC(C)C(C)(c2ccccc2)C1(C#N)C#N (configuration not stated),4
C=CCOc1ccc(Br)cc1/C=C1\SC(=N)N(c2ccc(F)cc2)C1=O,4
COc1ccccc1CCNc1nc(CN2CCN(C(=O)c3cccs3)CC2)nc2ccccc12,9
Cc1ccc2c(n1)sc1c(=O)n(-c3cccc(C(F)(F)F)c3)nnc12,-3
CCOc1ccc(-n2c(SCC(=O)Nc3cccc(OC)c3)nc3sc(C)c(C)c3c2=O)cc1,-5
Cc1cccc(-c2nc3cc(NC(=O)Cc4ccc(Cl)cc4)ccc3o2)c1,4
COc1ccc(CCN2CCc3c(C)c(C#N)c4nc5ccccc5n4c32)cc1OC,-4
CC(C)n1cc(/C=C2/SC(=O)N(CC(=O)N3CCOCC3)C2=O)c2ccccc21,-1
Cc1ccc(-n2nc3ccc(NC(=O)Cc4ccccc4)cc3n2)cc1C,5
CC1=NC(=O)C(C(=O)/C=C/C=C/c2ccccc2)=C(C)C1,7
S=c1[nH]nc(-c2ccccc2)n1/N=C/c1ccc(OC2CCCC2)cc1,-3
Cc1ccc(OCC(=O)N2CCN(c3ccccc3C)CC2)c(C)c1,4
CCc1ccc(S(=O)(=O)c2nnn3c2nc(N2CCN(c4ccccc4)CC2)c2cc(Cl)ccc23)cc1,-10
COc1cccc(CC(=O)Nc2c(C(=O)N3CCN(c4ccccc4)CC3)oc3ccccc23)c1,8
CCC(C)c1nn2c(=O)c(NC(=O)c3ccc(OC)cc3)cnc2s1 (configuration not stated),2
Cc1ccc(-n2nnc(C(=O)N(C)c3ccccc3)c2C)c(C)c1,-4
CC(C)=C1C2CCC1C1C(=O)N(c3cccc(C(F)(F)F)c3)C(=O)C21 (configuration not stated),10
CCOc1ccc(CNC(=O)CCS(=O)(=O)c2cc3c4c(c2)CCN4C(=O)CC3)cc1OC,1
CO[C@H]1[C@H](NC(=O)Cc2cccs2)c2ccccc2C12CCN(Cc1cccc3cccnc13)CC2,-4
Fc1ccc2c(c1)Sc1ccc(Cl)cc1CC2N1CCN(CCC2OCCO2)CC1 (configuration not stated),-2
Cc1nc2nc(C)c(CCC(=O)NCc3ccccc3)c(C)n2n1,2
Cc1ccc(-n2c(Cl)c(Cl)nc(Cl)c2=O)cc1,45*
CC1=NC(=S)NC(c2cccc(Br)c2)C1C(=O)Nc1cccc(C)c1C (configuration not stated),9
COc1ccc(C2CC(=O)C3C=C(c4nc(-c5ccc(C)cc5)cs4)C(=O)N=C3C2)cc1 (configuration not stated),-1
COC(=O)c1ccc(NCc2cccnc2N2CCOCC2)nc1,0
O=C(Cn1nc(Cc2cccnc2)c2ccccc2c1=O)N1CCN(c2ccccc2F)CC1,-1
CCOc1ncnc(Cl)c1[N+](=O)[O-],-3
Cc1c(OC(C)C)cc2c(c1O)C(=O)C21OCCO1,3
CCc1cc(C(=O)NCc2c(C)ncc3c2CCN(C(=O)Cc2cccc(C(F)(F)F)c2)C3)no1,-1
N#C/C(=C\c1cccc(F)c1)c1nc(-c2cc3ccccc3oc2=O)cs1,2
CCN(C)S(=O)(=O)c1ccc(N)cc1,15
O=C(CSc1nc2ccccc2c(=O)n1C1CCCCC1)N1CCCCC1,-1
CC1=C(C(=O)N2CCOCC2)C(c2ccccc2Cl)n2nc(C)nc2N1 (configuration not stated),11
CO/C=C\C=C/c1nnn(-c2ccc(Cl)cc2)n1,38*
CCOC(=O)c1noc2ncn(CC(=O)Nc3ccccc3OC)c(=O)c12,-4
Clc1cccc(-c2nc3ccccc3o2)c1,7

# Further results:
SMILES,ROC1-CUL1 inh
Cc1nn(CC(=O)O)c(=O)c2cc3cc(F)ccc3n12,-4
O=C1c2ccccc2C(=O)N1CCCN1CCN(c2ccc(C(F)(F)F)cc2)CC1,14
Cc1ccc(C)c2sc(NC(=O)c3ccc(S(=O)(=O)N4CCC(C)CC4)cc3)nc12,-7
CN1C(=O)CC(=Nc2ccc(F)cc2)N(C)C1=O,2
Cc1ccc(Nc2nc(Cl)c(Cl)c(SC(F)(F)F)c2Cl)cc1,-7
Cc1ccc(N(CC(=O)Nc2cccc(F)c2)S(=O)(=O)c2cccs2)cc1,3
Cc1ccc(NC(=O)c2cc3c(-c4ccccc4)nn(-c4ccccc4)c3s2)cc1,12
CC1=NC(C)=C(C(=O)OCCNC(=O)c2ccccc2O)C(c2cccc([N+](=O)[O-])c2)C1C(=O)OCCNC(=O)c1ccccc1O (configuration not stated),1
COc1ccc(Br)cc1C(=O)Nc1ccc(-c2nnc(-c3ccccc3)o2)cc1,-5
O=C(CSc1ccccc1)Nc1cccc(Oc2ccc3c(c2)C(=O)N(c2ccccc2)C3=O)c1,-2
O=C(NCCCN1CCOCC1)c1cc(-c2ccccc2)on1,-4
CCC(Oc1ccccc1)C(=O)Nc1cc(-c2ccccc2F)nn1-c1ccccc1 (configuration not stated),7
COc1ccc(OC)c(S(=O)(=O)Nc2cc(C)ccc2C)c1,6
O=S(=O)(Nc1ccc2oc3c(c2c1)CCCC3)c1cc(Cl)ccc1Cl,-2
CCCOc1ccc(NC(=O)CC2C(=O)N(c3ccccc3)C(=O)N2CCC(C)C)cc1 (configuration not stated),-2
O=C(Nc1ccc(S(=O)(=O)Nc2ccc(I)cc2)cc1)C1CCCCC1,-1
Cc1c(Cl)cccc1NC(=O)CN1C(=O)CCn2nc(-c3cccn3C)cc21,-3
O=C(c1cc(-c2ccccc2)on1)N1CCCC1,-1
COc1ccc(/C=C2\N=C(SCC(=O)NCc3ccco3)N(c3ccccc3)C2=O)cc1OC,13

# High-throughput results as filed in PubChem BioAssay.
